SIAH1 antagonists: Siah-1 peptide-binding antagonists, primary screen, biochemical, fluorescence polarization, rhodamine-plectin, uHTS (AID 1817); 290,000 compounds, 0.02% hits; one-dose displacement, % at 20 µM; IC50 in µM for titrated hits; Siah-1 / rhodamine-plectin peptide fluorescence polarization; higher % means a stronger effect;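 active = displacement of at least 50% at 20 µM, with a fluorescence ratio check between 0.3 and a set limit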;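 note: plate controls were Siah plus tracer with DMSO for no effect and tracer alone without Siah for full effect; strong numbers were not always called active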
GPR35 arrestin U2OS: inhibition of zaprinast-stimulated GPR35 beta-arrestin translocation – imaging, U2OS, beta-arrestin-GFP, zaprinast agonist, primary screen (AID 2058). U2OS GPR35 beta-arrestin-GFP translocation imaging, zaprinast antagonism; higher % means a stronger effect. one-dose inhibition, % at 10 µM; IC50 in µM for titrated hits. 290,000 compounds, 0.052% hits;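 active = inhibition of at least 50% with at least 30 cells and total cytoplasm GFP at most 10,000,000; inconclusive = under 30 cells or total GFP of 10,000,000 plus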
NTR1 ag: agonists of NTR1, primary screen, imaging, U2OS cells, beta-arrestin-GFP, high content (AID 493036) | P30989 | NTR1-U2OS beta-arrestin-GFP spot imaging, agonist mode | activation, % at 20 µM | 330,000 compounds, 0.17% hits;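 active = activation at or above 40% of the spot to cytoplasm intensity ratio, with at least 20 cells analyzed; inconclusive = wells under 20 cells, flagged as cytotoxic or low count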;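 note: 0% = DMSO without peptide and 100% = 100 nM NTR1 peptide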
Target sequence (P30989 whole entry, looked up): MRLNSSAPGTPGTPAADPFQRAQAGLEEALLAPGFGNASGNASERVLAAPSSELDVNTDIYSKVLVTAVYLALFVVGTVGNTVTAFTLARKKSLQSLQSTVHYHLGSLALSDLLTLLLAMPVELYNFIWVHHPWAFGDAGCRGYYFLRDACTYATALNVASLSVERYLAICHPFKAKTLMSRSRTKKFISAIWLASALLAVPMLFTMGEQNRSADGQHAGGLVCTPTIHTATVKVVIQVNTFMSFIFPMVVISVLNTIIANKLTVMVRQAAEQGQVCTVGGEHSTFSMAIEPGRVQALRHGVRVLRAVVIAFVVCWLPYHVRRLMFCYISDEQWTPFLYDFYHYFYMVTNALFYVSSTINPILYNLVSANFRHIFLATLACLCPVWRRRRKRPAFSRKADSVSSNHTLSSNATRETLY
GPR55 LPI antagonism: GPR55 antagonists blocking LPI-driven arrestin recruitment, primary screen, imaging, U2OS, beta-arrestin-GFP, LPI agonist (AID 2013); 290,000 compounds, 0.13% hits; U2OS GPR55 beta-arrestin-GFP translocation imaging, LPI antagonism; higher % means a stronger effect; inhibition, % at 10 µM, or IC50 in µM where a hit was titrated;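 active = spots per cell inhibited over 60%, with over 100 cells counted and total cytoplasm intensity under 500,000; inconclusive = wells with under 100 cells, flagged as likely toxic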;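 note: U2OS cells stably carrying GPR55 and arrestin-GFP stimulated by 5 µM LPI near EC80; imaged beta-arrestin-GFP aggregate spots per cell after agonist stimulation; plate controls were LPI-stimulated DMSO wells for no effect and DMSO wells without LPI for full effect; some results filed as inactive read as strong as hits; confirmed hits need IC50 under 10 µM and bright autofluorescent wells are also inconclusive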
HIV peptide binding: inhibitors of HIV fusion peptide binding, primary screen, biochemical, uHTS, fluorescence dequenching (AID 1986); inhibition, % at 20 µM, or IC50 in µM where a hit was titrated; cell-free peptide binding, fluorescence dequenching, 30 min; higher % means a stronger effect; 290,000 compounds, 0.3% hits; in the data active = inhibition mostly above about 52%, no sharp cut-off; inactive = mostly below about 76%; note: some results filed as inactive read as strong as hits
Myeloid diff 2: myeloid differentiation induction | calls only at 10 µM | 360,000 compounds, 1% hits | AID 624256 | ER-HoxA9 myeloid progenitors, lysozyme-GFP differentiation, flow cytometry;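 active = normalized GFP-positive differentiation at or above the plate's own cutoff, the solvent-only control mean plus 3 SD; inconclusive = no clear call, values can overlap the other calls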;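 note: cells exposed to compound for four days before flow analysis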
Salmonella PhoP GFP: inhibitors of PhoP regulon expression, primary screen, Salmonella Typhimurium, GFP reporter (AID 1863) | S. Typhimurium PhoP-regulated promoter GFP reporter, 4 h; higher % means a stronger effect | one-dose inhibition, % at 50 µM; IC50 in µM for titrated hits | 300,000 compounds, 0.16% hits;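 active = inhibition over 29.93%, a cutoff 3 SD above the screen mean, later confirmed by dose response; inconclusive = inhibition over 29.93% but no dose response follow-up; inactive = inhibition at most 29.93% or unconfirmed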;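 note: 0% = low Mg2+ inducing control and 100% = high Mg2+ repressing control; strong numbers were not always called active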
MgcRacGAP inhibition: MgcRacGAP GTPase-activating activity inhibitors, confirmation, biochemical, ADP Hunter fluorescence; MgcRacGAP-stimulated Rac1 GTP hydrolysis, ADP Hunter fluorescence; higher % means a stronger effect; GST-tagged Rac1 F28L mutant substrate; one-dose inhibition, % at 30 µM; IC50 in µM for titrated hits; 340,000 compounds, 0.6% hits;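 active = first-screen hits whose inhibition reached a set limit at any dose in the follow-up dose series; inconclusive = inhibition above the set first-screen limit but never retested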;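 note: fluorescence reports GDP produced by GAP-driven GTP hydrolysis; strong numbers were not always called active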
LYP inhibition: inhibitors of LYP phosphatase, biochemical, fluorescence intensity, uHTS (AID 1779). recombinant LYP phosphatase, fluorescence intensity; higher % means a stronger effect. inhibition, % at 11.5 µM, or IC50 in µM where a hit was titrated. 290,000 compounds, 0.054% hits; in the data active = inhibition above about 50%;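 note: plate controls were vehicle with enzyme for no effect and no enzyme for full effect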
NTR1 ag cell count 20 µM: recorded beside NTR1 ag, whose call it bears; cell count; measured here: cell count, cytotoxicity flag
Myeloid diff 2 GFP+ MAC1+ %: also measured in Myeloid diff 2; calls as there; GFP+ MAC1+ double positive, %; measured here: differentiation confirmed by MAC1 staining
Starred values were filed as active, the others as inactive.

What do the screens show for `CC1CCN(C(=O)CCCNC(=O)Cn2cnc3sc4c(c3c2=O)CCCC4)CC1`?
SIAH1 antagonists: -1%; GPR35 arrestin U2OS: 6%; NTR1 ag: -0.6; GPR55 LPI antagonism: -1%; HIV peptide binding: -1.7%; Myeloid diff 2: inactive; Salmonella PhoP GFP: -10%; MgcRacGAP inhibition: 1%; LYP inhibition: -11%; NTR1 ag cell count 20 µM: 79; Myeloid diff 2 GFP+ MAC1+ %: 0.9

Results for COc1ccc(-c2csc(NC(=O)CN3C(=O)CCC3=O)n2)c(OC)c1 ?
SIAH1 antagonists: -3%; GPR35 arrestin U2OS: 4%; NTR1 ag: 0.4; GPR55 LPI antagonism: -1%; HIV peptide binding: 0.9%; Myeloid diff 2: inactive; Salmonella PhoP GFP: -14%; MgcRacGAP inhibition: 8%; LYP inhibition: -6%; NTR1 ag cell count 20 µM: 48; Myeloid diff 2 GFP+ MAC1+ %: 1.2

Results for COC(=O)c1c(NC(=O)CN(c2ccccc2)S(C)(=O)=O)sc2c1CCCC2 ?
SIAH1 antagonists: 1%; GPR35 arrestin U2OS: -3%; NTR1 ag: 19; GPR55 LPI antagonism: -4%; HIV peptide binding: -2.7%; Myeloid diff 2: inactive; Salmonella PhoP GFP: 3%; MgcRacGAP inhibition: 4%; LYP inhibition: 5%; NTR1 ag cell count 20 µM: 76; Myeloid diff 2 GFP+ MAC1+ %: 0.2

How did COC(=O)c1nonc1NCn1nnc2ccccc21 do in these assays?
SIAH1 antagonists: 4%; GPR35 arrestin U2OS: 1%; NTR1 ag: -0.7; GPR55 LPI antagonism: 6%; HIV peptide binding: 1.5%; Myeloid diff 2: inactive; Salmonella PhoP GFP: 1%; MgcRacGAP inhibition: 12%; LYP inhibition: -6%; NTR1 ag cell count 20 µM: 40; Myeloid diff 2 GFP+ MAC1+ %: 1.2

What do the screens show for `Cc1ccc(S(=O)(=O)/N=C2/NC(=O)/C(=C/c3ccccc3)S2)cc1`?
SIAH1 antagonists: 4%; GPR35 arrestin U2OS: -20%; NTR1 ag: 0.6; GPR55 LPI antagonism: 8%; HIV peptide binding: 60%; Myeloid diff 2: inactive; Salmonella PhoP GFP: -4%; MgcRacGAP inhibition: 6%; LYP inhibition: -1%; NTR1 ag cell count 20 µM: 31; Myeloid diff 2 GFP+ MAC1+ %: 0.1

How did O=C(COC(=O)[C@@H]1CCCN1S(=O)(=O)c1ccccc1F)c1ccccc1 do in these assays?
SIAH1 antagonists: 4%; GPR35 arrestin U2OS: 2%; NTR1 ag: 5.2; GPR55 LPI antagonism: 1%; HIV peptide binding: 0.1%; Myeloid diff 2: inactive; Salmonella PhoP GFP: 1%; MgcRacGAP inhibition: -3%; LYP inhibition: 0%; NTR1 ag cell count 20 µM: 50; Myeloid diff 2 GFP+ MAC1+ %: 0.3

How did CCOC(=O)c1cnn(-c2nc(CC)nc3sc4c(c23)CCC4)c1N do in these assays?
SIAH1 antagonists: 5%; GPR35 arrestin U2OS: 4%; NTR1 ag: 3.1; GPR55 LPI antagonism: -4%; HIV peptide binding: -2.0%; Myeloid diff 2: inactive; Salmonella PhoP GFP: 1%; MgcRacGAP inhibition: 11%; LYP inhibition: -7%; NTR1 ag cell count 20 µM: 45; Myeloid diff 2 GFP+ MAC1+ %: 0.7

Results for O=C(CNc1ccc(F)cc1)N/N=C1\CCc2ccccc21 ?
SIAH1 antagonists: -4%; GPR35 arrestin U2OS: 9%; NTR1 ag: 0.7; GPR55 LPI antagonism: -4%; HIV peptide binding: -3.9%; Myeloid diff 2: inactive; Salmonella PhoP GFP: -2%; MgcRacGAP inhibition: 0%; LYP inhibition: -8%; NTR1 ag cell count 20 µM: 87; Myeloid diff 2 GFP+ MAC1+ %: 0.7

How did CCCSc1nnc(CNS(=O)(=O)c2ccc(C)cc2)n1C do in these assays?
SIAH1 antagonists: 11%; GPR35 arrestin U2OS: -2%; NTR1 ag: 0.0; GPR55 LPI antagonism: 19%; HIV peptide binding: 2.6%; Myeloid diff 2: inactive; Salmonella PhoP GFP: -5%; MgcRacGAP inhibition: -3%; LYP inhibition: -8%; NTR1 ag cell count 20 µM: 60; Myeloid diff 2 GFP+ MAC1+ %: 1.2

Results for CC(=O)NN1C(=O)/C(=C\c2ccccc2)SC1=S ?
SIAH1 antagonists: -2%; GPR35 arrestin U2OS: 16%; NTR1 ag: 3.5; GPR55 LPI antagonism: 4%; HIV peptide binding: 1.3%; Myeloid diff 2: inactive; Salmonella PhoP GFP: -18%; MgcRacGAP inhibition: 15%; LYP inhibition: -8%; NTR1 ag cell count 20 µM: 52; Myeloid diff 2 GFP+ MAC1+ %: 0.4

How did CCSc1nnc(CNC(=O)C23CC4CC(CC(C4)C2)C3)n1C1CCCCC1 do in these assays?
SIAH1 antagonists: 5%; GPR35 arrestin U2OS: 5%; NTR1 ag: 5.0; GPR55 LPI antagonism: -8%; HIV peptide binding: -0.4%; Myeloid diff 2: inactive; Salmonella PhoP GFP: -9%; MgcRacGAP inhibition: 10%; LYP inhibition: -3%; NTR1 ag cell count 20 µM: 43; Myeloid diff 2 GFP+ MAC1+ %: 0.8

What do the screens show for `CC1CCCCN1Cc1cnc(Cl)s1` (centres undefined)?
SIAH1 antagonists: 6%; GPR35 arrestin U2OS: 17%; NTR1 ag: -0.5; GPR55 LPI antagonism: -4%; HIV peptide binding: -0.8%; Myeloid diff 2: inactive; Salmonella PhoP GFP: 37%; MgcRacGAP inhibition: 14%; LYP inhibition: 2%; NTR1 ag cell count 20 µM: 37; Myeloid diff 2 GFP+ MAC1+ %: 0.2

Results for CC(C)c1nc(SCC(=O)N2CCCc3ccccc32)c2c(=O)n(C)c(=O)n(C)c2n1 ?
SIAH1 antagonists: -4%; GPR35 arrestin U2OS: 10%; NTR1 ag: 30; GPR55 LPI antagonism: 0%; HIV peptide binding: -1.7%; Myeloid diff 2: inconclusive; Salmonella PhoP GFP: 8%; MgcRacGAP inhibition: 5%; LYP inhibition: 8%; NTR1 ag cell count 20 µM: 89

How did Cn1c(=O)c(C(=O)CN2CCCCCC2)c(N)n(Cc2ccccc2)c1=O do in these assays?
SIAH1 antagonists: -7%; GPR35 arrestin U2OS: 1%; NTR1 ag: -0.9; GPR55 LPI antagonism: 3%; HIV peptide binding: -0.4%; Myeloid diff 2: inactive; Salmonella PhoP GFP: -9%; MgcRacGAP inhibition: 8%; LYP inhibition: -8%; NTR1 ag cell count 20 µM: 49; Myeloid diff 2 GFP+ MAC1+ %: 0.8

How did O=C(CSc1nc2ccccc2c(=O)n1-c1ccc(Cl)cc1)c1ccco1 do in these assays?
SIAH1 antagonists: -2%; GPR35 arrestin U2OS: 3%; NTR1 ag: 5.4; GPR55 LPI antagonism: -3%; HIV peptide binding: 1.9%; Myeloid diff 2: inactive; Salmonella PhoP GFP: -10%; MgcRacGAP inhibition: 7%; LYP inhibition: 1%; NTR1 ag cell count 20 µM: 63; Myeloid diff 2 GFP+ MAC1+ %: 0.6

How did Cc1ccc2nsnc2c1S(=O)(=O)N(CCO)Cc1cc2cc3c(cc2[nH]c1=O)OCCO3 do in these assays?
SIAH1 antagonists: 1%; GPR35 arrestin U2OS: -4%; NTR1 ag: -0.1; GPR55 LPI antagonism: 2%; HIV peptide binding: 0.5%; Myeloid diff 2: inactive; Salmonella PhoP GFP: -15%; MgcRacGAP inhibition: 1%; LYP inhibition: 4%; NTR1 ag cell count 20 µM: 44; Myeloid diff 2 GFP+ MAC1+ %: 1.2

Results for O=C(CCn1c(=O)sc2ccccc21)Nc1nccs1 ?
SIAH1 antagonists: -1%; GPR35 arrestin U2OS: -6%; NTR1 ag: -2.1; GPR55 LPI antagonism: -4%; HIV peptide binding: -0.9%; Myeloid diff 2: inactive; Salmonella PhoP GFP: 2%; MgcRacGAP inhibition: 7%; LYP inhibition: 2%; NTR1 ag cell count 20 µM: 104; Myeloid diff 2 GFP+ MAC1+ %: 1.0

What do the screens show for `O=c1oc2ccccc2c(Nc2cccc3cccnc23)c1[N+](=O)[O-]`?
SIAH1 antagonists: 8%; GPR35 arrestin U2OS: 7%; NTR1 ag: 0.7; GPR55 LPI antagonism: -17%; HIV peptide binding: 0.4%; Myeloid diff 2: inactive; Salmonella PhoP GFP: -14%; MgcRacGAP inhibition: 12%; LYP inhibition: -8%; NTR1 ag cell count 20 µM: 53; Myeloid diff 2 GFP+ MAC1+ %: 0.2

Results for Cn1c2ccccc2c2cc(C(=O)OCC(=O)N3CC(=O)Nc4ccccc43)sc21 ?
SIAH1 antagonists: 1%; GPR35 arrestin U2OS: 8%; NTR1 ag: 6.0; GPR55 LPI antagonism: 3%; HIV peptide binding: -0.7%; Myeloid diff 2: inactive; Salmonella PhoP GFP: -14%; MgcRacGAP inhibition: 4%; LYP inhibition: -6%; NTR1 ag cell count 20 µM: 66; Myeloid diff 2 GFP+ MAC1+ %: 1.3

Results for CC1CCCCC1NC(=O)CN1C(=O)c2cccc(N)c2C1=O (centres undefined) ?
SIAH1 antagonists: 16%; GPR35 arrestin U2OS: -2%; GPR55 LPI antagonism: -2%; HIV peptide binding: 9.2%; Myeloid diff 2: inactive; Salmonella PhoP GFP: -1%; MgcRacGAP inhibition: 0%; LYP inhibition: 1%; Myeloid diff 2 GFP+ MAC1+ %: 0.2

What do the screens show for `NC(N)=NS(=O)(=O)c1ccc(NC(=S)NC(=O)c2ccccc2)cc1`?
SIAH1 antagonists: 0%; GPR35 arrestin U2OS: 14%; NTR1 ag: 1.2; GPR55 LPI antagonism: -8%; HIV peptide binding: 0.3%; Myeloid diff 2: inactive; Salmonella PhoP GFP: -1%; MgcRacGAP inhibition: 7%; LYP inhibition: -3%; NTR1 ag cell count 20 µM: 71; Myeloid diff 2 GFP+ MAC1+ %: 0.1

What do the screens show for `O=C(CN1C2CCC1CC(NC(=O)NC1CCCCC1)C2)NC1CC1` (centres undefined)?
SIAH1 antagonists: 2%; GPR35 arrestin U2OS: 31%; NTR1 ag: -1.0; GPR55 LPI antagonism: 1%; HIV peptide binding: -1.7%; Myeloid diff 2: inactive; Salmonella PhoP GFP: 5%; MgcRacGAP inhibition: 0%; LYP inhibition: -5%; NTR1 ag cell count 20 µM: 88; Myeloid diff 2 GFP+ MAC1+ %: 0.9
